NCOA1 inh: inhibitors of human steroid receptor coactivator 1 (SRC1); HEK293 GAL4-SRC1 luciferase reporter, luminescence; inhibition, % at 3.6 µM; 360,000 compounds, 0.12% hits; Q15788;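 active means inhibition above the campaign mean plus 3 SD, with each screening campaign given its own cutoff, cut at about 60% in these data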;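 further: 0% = DMSO treated cells and 100% = gossypol at 36 µM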
Target sequence (Q15788 whole entry, looked up, the tested form may be a part): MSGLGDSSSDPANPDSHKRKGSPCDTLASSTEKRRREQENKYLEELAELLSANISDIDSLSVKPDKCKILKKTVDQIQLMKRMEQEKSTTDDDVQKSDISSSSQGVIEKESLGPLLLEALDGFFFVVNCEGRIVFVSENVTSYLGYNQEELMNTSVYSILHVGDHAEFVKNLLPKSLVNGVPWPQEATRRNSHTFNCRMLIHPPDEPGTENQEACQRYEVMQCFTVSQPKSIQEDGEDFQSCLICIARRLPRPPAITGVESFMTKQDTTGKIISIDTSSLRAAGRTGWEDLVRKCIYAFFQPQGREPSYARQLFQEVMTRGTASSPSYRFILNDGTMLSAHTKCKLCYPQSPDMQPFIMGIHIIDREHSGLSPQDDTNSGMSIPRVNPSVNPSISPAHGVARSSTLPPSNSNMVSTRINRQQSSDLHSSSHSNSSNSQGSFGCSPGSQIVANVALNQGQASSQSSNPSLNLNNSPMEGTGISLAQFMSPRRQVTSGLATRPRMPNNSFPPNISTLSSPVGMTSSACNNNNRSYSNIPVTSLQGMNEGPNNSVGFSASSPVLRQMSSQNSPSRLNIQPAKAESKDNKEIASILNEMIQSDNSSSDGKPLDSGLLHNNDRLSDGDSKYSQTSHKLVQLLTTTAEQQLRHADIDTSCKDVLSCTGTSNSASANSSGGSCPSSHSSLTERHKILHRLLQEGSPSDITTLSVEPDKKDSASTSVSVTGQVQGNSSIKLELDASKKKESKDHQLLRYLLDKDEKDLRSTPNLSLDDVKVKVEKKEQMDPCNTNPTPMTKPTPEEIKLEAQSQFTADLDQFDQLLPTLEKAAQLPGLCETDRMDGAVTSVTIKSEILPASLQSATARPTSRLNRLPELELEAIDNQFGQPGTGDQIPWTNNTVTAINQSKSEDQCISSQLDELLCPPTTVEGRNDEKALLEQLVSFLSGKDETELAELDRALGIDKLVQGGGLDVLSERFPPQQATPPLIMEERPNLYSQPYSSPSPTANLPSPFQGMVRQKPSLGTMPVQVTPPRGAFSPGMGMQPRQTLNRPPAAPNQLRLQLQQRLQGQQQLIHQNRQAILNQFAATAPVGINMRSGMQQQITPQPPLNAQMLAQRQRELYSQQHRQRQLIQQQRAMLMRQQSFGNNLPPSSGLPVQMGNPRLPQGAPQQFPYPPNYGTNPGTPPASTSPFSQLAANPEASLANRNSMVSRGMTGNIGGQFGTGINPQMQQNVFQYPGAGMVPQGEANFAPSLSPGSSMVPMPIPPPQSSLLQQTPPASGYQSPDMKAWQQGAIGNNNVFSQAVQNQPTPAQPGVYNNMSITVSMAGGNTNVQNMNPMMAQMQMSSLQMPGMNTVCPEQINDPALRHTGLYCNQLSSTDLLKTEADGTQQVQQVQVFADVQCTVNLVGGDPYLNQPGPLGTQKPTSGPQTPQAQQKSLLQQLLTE
TROY signal inh: blocks TROY-dependent signaling in reporter cells; Q293 LMP1-TROYcd NF-kB luciferase reporter, 4 h; AID 1347056; 360,000 compounds, 0.98% hits; inhibition, % at 10 µM;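 active means compounds whose plate-normalised and pattern-corrected inhibition of the luciferase reporter signal at the single screening dose is 50% or more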
SRC2 inh: human SRC2 (NCOA2) inhibition; Q15596; HEK293 GAL4-SRC2 luciferase reporter, luminescence; inhibition, % at 9 µM; 370,000 compounds, 0.17% hits;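 active means inhibition above the mean inhibition of all tested compounds plus 3 SD, set per campaign, cut at about 52% in these data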;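 further: 0% = DMSO treated cells and 100% = cells given Gossypol at 36 µM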
KKLEB cytotox: counter-screen for CF NF-kB inhibitors: cytotoxicity; activity change (cytotoxicity), % at 5 µM; KKLEB CF airway cells viability, ATPlite luminescence, overnight; stronger effect = lower value; cells stimulated with P. aeruginosa culture filtrate; 360,000 compounds, 0.36% hits;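 active means corrected activity change at or below -50% at 5 µM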
TWEAK-Fn14 inh: blocks TWEAK-Fn14 interaction in a reporter cell assay; TWEAK-stimulated Fn14 reporter cells, luciferase luminescence, 8 h; 360,000 compounds, 2% hits; inhibition, % at 10 µM; in the data active means inhibition above about 50%
EBV LMP1 NFkB: inhibitors of Epstein-Barr LMP1-induced NF-kappaB reporter; LMP1-induced NF-kappaB luciferase reporter cells, luminescence; inhibition, % at 12.5 µM; 350,000 compounds, 0.69% hits; in the data active means inhibition above about 41%;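 further: 0% = neutral control wells and 100% = reference inhibitor control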
NCOA3 inh: human NCOA3 inhibition. Q9Y6Q9. HEK293 GAL4-SRC3 luciferase reporter, luminescence. inhibition, % at 3.6 µM. 360,000 compounds, 0.17% hits. AID 588352;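 active means inhibition above a per-campaign cutoff, the mean of all compounds plus 3 SD, cut at about 60% in these data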;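 further: 0% = DMSO-treated cells and 100% = gossypol-treated cells at 36 µM; higher means less SRC3-driven luciferase light from the GAL4 reporter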
CF NFkB block: inhibitors of cystic fibrosis induced NF-kB; KKLEB NF-kB-GFP reporter, PAF-induced, GFP fluorescence overnight; inhibition, % at 5 µM; 360,000 compounds, 0.86% hits; AID 588850;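 active means at least 50% inhibition at 5 µM, scaled per plate between neutral and stimulator controls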;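 further: PAF is a Pseudomonas aeruginosa culture filtrate used as stimulus; plate controls were PAF-stimulated DMSO wells for no effect and unstimulated DMSO wells for full effect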
COUP-TFII inh: NR2F2 (human) inhibition, primary screen; P24468; HEK293T NGFI-A luciferase reporter, luminescence; inhibition, % at 8.6 µM; 370,000 compounds, 0.7% hits; AID 686940;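 active means inhibition above a per-plate cutoff, mean inhibition of test wells between control levels plus 3 SD, cut at about 38% in these data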;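 further: cells cotransfected with COUP-TFII expression vector driving the NGFI-A reporter; 0% = median of COUP-TF2 test wells and 100% = reporter-only cells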
NR5A2 inv ag: suppresses constitutive activity of human LRH-1 | inhibition, % at 3.6 µM | HEK293T StAR-luciferase reporter, LRH-1 transfected, 24 h | 360,000 compounds, 0.13% hits | O00482;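 active means inhibition above the mean inhibition of all tested compounds plus 3 SD, cut at about 73% in these data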;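 further: 0% = DMSO wells and 100% = reporter-only cells lacking LRH-1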
TRAIL sens C8: caspase-8 TRAIL sensitization; inhibition (viability loss, TRAIL sensitization), % at 10 µM; NB7+C8 cells + TRAIL, ATPlite viability luminescence; 360,000 compounds, 1% hits;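 active means compounds causing at least 50% loss of cell viability in the single-dose screen, relative to plate controls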
Numbers without * were called inactive; . = no result given. This is a random part of the collection; any-hit rate near 4.2%.

SMILES	NCOA1 inh	TROY signal inh	SRC2 inh	KKLEB cytotox	TWEAK-Fn14 inh	EBV LMP1 NFkB	NCOA3 inh	CF NFkB block	COUP-TFII inh	NR5A2 inv ag	TRAIL sens C8
COc1ccc(/C=C2/SC(=S)N(c3ccc(S(=O)(=O)Nc4nccs4)cc3)C2=O)cc1	-12.2	54.3*	10.4	-17.8	39.0	5.7	13.9	21.9	-5.8	-15.9	-30.8
O=C1c2ccccc2C(=O)C1c1ccncc1	-112.1	-28.5	-47.1	12.5	29.1	17.1	-59.6	-0.8	-53.6	-123.6	56.6*
CCn1c(SCC(=O)Nc2cc(C)on2)nnc1-c1cccs1	2.6	10.3	-2.9	1.4	7.4	7.3	20.5	-11.8	10.4	-2.1	-12.2
COc1ccc(S(=O)(=O)Cc2ccc(C(=O)NCc3ccco3)o2)cc1	11.0	-0.8	-34.2	-1.6	-7.1	9.0	-3.6	-8.9	-3.8	-6.7	-8.6
C[C@H](CO)N1C[C@H](C)[C@@H](CN(C)C(=O)NC2CCCCC2)OCc2cnnn2CCCC1=O	8.6	-5.5	-61.3	10.0	-10.6	-17.1	-32.5	0.1	-2.0	0.1	0.6
CCOC(=O)c1sc(C)c2c1NC(c1ccc(N(C)C)cc1)NC2=O (stereo unspecified)	-10.2	17.8	13.3	-14.2	1.3	-19.6	-0.5	-22.3	-12.3	-6.6	-8.1
COc1cccc(NC(=O)CN(C)CC(=O)Nc2ccccc2-c2ccccc2)c1	12.4	-5.7	27.6	-7.1	3.3	-7.0	14.9	-2.5	8.6	0.9	3.3
O=C(O)C1CSC(c2ccc3c(c2)OCO3)N1 (stereo unspecified)	-26.6	-33.8	-62.7	-13.9	-4.8	-24.8	-31.6	6.3	-11.0	-20.1	1.3
Cc1cc(C)n(-c2nc3c(c(=O)[nH]c(=O)n3C)n2Cc2ccc(F)cc2)n1	-4.0	-15.6	-37.1	-5.5	-7.2	-3.3	26.7	3.2	-16.5	-10.4	-14.8
C[C@H]1CC[C@@]2(O[C@H](CCO)C[C@H](O)[C@H]2O)O1	-1.8	0.1	-5.5	-5.7	-21.3	-0.1	17.9	6.1	-0.4	19.2	3.5
CC(C)n1nnnc1C(c1ccc(F)cc1)N1CCN(C2CCCC2)CC1 (stereo unspecified)	4.0	4.5	-10.6	2.9	-5.5	2.7	2.0	-4.1	8.3	0.6	-2.0
CCN(Cc1ccccc1)S(=O)(=O)c1cc(C(=O)NCC2CCCCC2)ccc1OC	1.5	20.9	-27.4	-14.3	38.4	9.3	24.9	21.2	15.2	-7.3	3.9
O=[N+]([O-])c1cccnc1Oc1ccc(F)cc1	4.8	10.1	-17.6	-2.4	-5.9	5.5	13.2	-4.8	-9.2	-1.2	-6.6
CCCCC(=O)N1CCN(c2nc(-c3ccc(F)cc3)cs2)CC1	-23.9	15.2	2.5	0.4	-16.3	-1.1	-11.1	-13.0	13.6	-5.2	-20.7
COc1ccc(C(=O)N2CCN(C(=O)Cc3ccccc3)CC2)cc1OC	-5.0	1.1	-9.0	-8.1	12.1	1.6	12.6	17.8	2.8	-20.3	-35.7
COc1cccc(C(=O)C2CCCN(Cc3cccc(-n4nc(C)cc4C)c3)C2)c1 (stereo unspecified)	-10.3	15.0	9.8	-2.7	0.0	7.7	16.8	7.8	6.1	11.4	1.8
Cc1nn(C)cc1C(=O)/C=C/c1ccc([N+](=O)[O-])cc1	15.4	0.9	-11.6	-4.0	35.9	4.8	12.9	9.1	10.7	4.5	2.6
O=c1nc(-c2ccccc2)nc(-c2ccccc2)[nH]1	-17.3	-3.8	-32.9	12.0	-8.8	0.4	9.5	-13.4	1.1	-1.5	-4.4
CCCCOc1ccc(S(=O)(=O)NC(=O)C2(C)CCN2C(=O)c2cccc(F)c2)cc1 (stereo unspecified)	-1.6	-1.8	-12.2	-16.2	-0.6	.	6.9	8.7	-16.0	16.8	-11.3
CCN(c1ccccc1C)S(=O)(=O)c1cc2c3c(c1)CCC(=O)N3CCC2	-15.3	6.8	-26.9	7.4	-7.2	3.1	16.9	4.0	-24.9	-6.8	-2.7
CC(=O)N1c2ccc(S(=O)(=O)N3CCC(C(=O)N4CCN(c5cc(Cl)ccc5C)CC4)CC3)cc2CC1C (stereo unspecified)	-30.7	24.2	16.6	-3.4	30.5	11.9	14.9	23.0	43.2*	2.5	12.1
Cc1ccc2[nH]c(-c3cccc(F)c3)cc(=O)c2c1	-30.9	-23.6	-29.8	-1.3	-30.5	-7.2	-47.8	40.5	-95.4	-5.0	20.9
CC(=O)c1sc(NC(=O)c2cccs2)nc1C	-38.7	-36.8	-29.2	0.1	1.6	-15.7	-44.5	-19.1	-15.3	-7.3	25.7
O=C(COc1ccccc1CNC[C@H]1O[C@@H](n2ccc(=O)[nH]c2=O)[C@H](O)[C@@H]1O)N1CCCCC1	-12.9	-7.3	-28.8	-5.9	4.5	.	-0.2	-8.6	-1.7	-1.9	-13.9
COc1cccc(/C=c2\sc3nc(-c4cccs4)nn3c2=O)c1OC	-1.4	5.6	13.2	-18.1	-3.0	-3.9	15.6	-3.4	7.7	0.1	-13.6
COC(=O)c1cccc(C(=O)Oc2cccc(Br)c2)n1	-20.4	0.9	-2.3	-0.5	5.3	3.1	1.6	-10.1	-12.5	-11.8	-5.8
CCCCOCC(O)CCc1n[nH]c(=S)n1-c1ccccc1 (stereo unspecified)	1.3	20.6	15.9	3.8	9.6	-7.5	7.3	-16.1	10.9	-2.4	-2.5
C=CC[C@H]1Cc2c(cccc2[N+](=O)[O-])[C@H](CC=C)N1	-16.0	7.9	-33.9	-5.4	-0.8	-4.4	14.3	17.5	9.0	13.5	-2.2
Cc1ccc(S(=O)(=O)N2CCCC2CNC(=O)c2ccc3c(c2)OCO3)cc1 (stereo unspecified)	-107.9	-8.3	-8.3	-0.2	2.6	-5.3	5.8	0.7	0.8	-23.2	10.2
COc1ccccc1NS(=O)(=O)c1ccc2c(c1)NC(=O)CC(=O)N2	-9.5	-7.1	-31.0	0.9	-3.0	-2.4	-13.0	3.2	6.5	2.8	0.6
COCCn1c(SCc2ccc(C(=O)OC)o2)nc2cc(Cl)ccc2c1=O	-5.8	-9.5	14.0	-1.2	-6.9	3.0	12.4	8.5	0.2	-29.0	4.9
Cc1cc(C(=O)N/N=C/c2ccc(-c3cccc(Cl)c3)o2)n[nH]1	-7.4	-24.5	-22.9	-6.0	-27.8	-6.5	3.2	-14.9	-14.8	-22.1	17.4
O=C(CSc1nnc(C2CC2)n1-c1ccccc1)N1CCCC1	12.9	-5.8	-7.6	-13.6	1.2	1.4	8.4	14.5	-13.8	3.5	-13.2
CC(C)CNC(=O)c1cc(S(=O)(=O)N2CCOCC2)ccc1N1CCCC1	1.7	-6.5	-8.6	-9.7	12.0	-1.0	-6.5	-8.8	19.9	-5.8	7.6
COC(=O)c1sccc1NC(=O)CC1C(=O)NCCN1C(=O)Nc1ccccc1 (stereo unspecified)	-9.5	-21.9	3.4	-5.1	-5.7	-6.7	10.6	23.0	4.1	2.2	-8.9
COc1ccc(CCc2nnc(NS(C)(=O)=O)s2)cc1	12.2	13.3	-34.0	10.7	10.1	2.4	-19.6	-14.2	-7.5	-9.9	-8.5
O=C(COC(=O)C1=COCCO1)Nc1ccc(Oc2ccccc2)cc1	-12.3	-10.6	-40.6	-9.7	3.7	-4.0	-2.6	12.5	6.6	1.6	5.4
CCc1ccc(CNC(=O)C(=O)NCCc2ccc(OC)c(OC)c2)cc1	4.1	2.3	-13.1	1.4	2.8	-1.3	-15.4	-16.4	-5.2	21.0	9.4
COc1ccc(N(CC(=O)NC2CC3CCC2C3)S(=O)(=O)c2ccccc2)cc1OC (stereo unspecified)	1.3	19.6	-18.4	-2.8	7.2	5.2	5.9	-1.9	11.0	0.4	1.6
Cn1c(-c2ccccc2)c(CCO)c2ccccc21	-2.2	-31.3	4.0	-5.3	-9.7	-15.6	4.2	7.4	1.0	11.6	5.1
CCCc1cc(=O)oc2c(C)c(O[C@@H]3O[C@H](CO)[C@@H](O)[C@H](O)[C@H]3O)ccc12	39.2	4.9	5.9	15.3	-0.2	4.6	14.4	32.8	13.3	4.1	8.1
COc1cc(O)c(C(CCN2CCCCC2)c2ccc(N(C)C)cc2)c(OC)c1 (stereo unspecified)	2.0	5.5	-6.1	-19.7	6.2	-7.2	3.8	13.1	-3.4	-5.0	-1.0
O=C(NCCCCc1ccccc1)c1ccccc1Cl	-12.7	-16.2	-4.3	8.8	-4.9	-6.6	-18.8	11.5	8.7	-19.2	-1.4
O=C(NCc1cccs1)c1cccc2c(-c3ccc(F)c(F)c3)coc12	6.3	-34.0	-16.5	3.8	0.7	.	-19.8	-22.9	4.7	0.0	0.0
CN(C)c1ccc(-c2csc(C(O)c3ccc(F)cc3)n2)cc1 (stereo unspecified)	-106.8	-55.1	-30.6	-8.3	-9.2	.	-86.9	12.9	-19.6	-56.9	-1.0
Cc1cc(=O)oc2cc(OS(C)(=O)=O)ccc12	2.8	-23.2	-18.8	2.0	8.5	1.3	29.6	10.2	0.1	7.4	-1.4
C1CCc2nc3c(nc2C1)CCCC3	6.2	-11.5	-10.4	22.8	14.6	5.3	7.8	-30.6	-17.4	-13.6	18.3
COC(=O)c1cc(S(=O)(=O)N2CCOCC2)c(N2CCOCC2)cc1N1CCOCC1	-16.4	-11.5	-16.4	-1.7	-10.9	-6.3	-25.0	7.7	-6.2	8.8	5.2
O=C(Cc1ccccc1)NCC(=O)OCc1cccc([N+](=O)[O-])c1	-1.1	-68.1	-11.7	-2.7	-20.1	-5.0	-16.3	-14.6	-2.6	10.7	0.7
O=C(Nc1ccc(Cl)cc1)Nc1ccccn1	-104.0	-34.6	-48.0	1.8	16.8	-33.6	-102.5	9.5	-32.7	-81.2	18.6
Cc1nc(CSc2nnc3scc(-c4ccc(Cl)cc4)n23)cs1	-14.0	-22.7	5.8	-6.3	-14.0	-6.0	3.4	0.6	-4.0	-3.8	-10.6
CCN(C(=O)COC(=O)Cc1c[nH]c2ccccc12)C1CCS(=O)(=O)C1 (stereo unspecified)	1.8	2.8	16.5	3.4	11.3	-2.6	-21.5	-19.5	-11.9	27.3	-3.5

3 entries from above, in CSV form.
Structure,NCOA1 inh,TROY signal inh,SRC2 inh,KKLEB cytotox,TWEAK-Fn14 inh,EBV LMP1 NFkB,NCOA3 inh,CF NFkB block,COUP-TFII inh,NR5A2 inv ag,TRAIL sens C8
COC(=O)c1cc(S(=O)(=O)N2CCOCC2)c(N2CCOCC2)cc1N1CCOCC1,-16.4,-11.5,-16.4,-1.7,-10.9,-6.3,-25.0,7.7,-6.2,8.8,5.2
O=C(Cc1ccccc1)NCC(=O)OCc1cccc([N+](=O)[O-])c1,-1.1,-68.1,-11.7,-2.7,-20.1,-5.0,-16.3,-14.6,-2.6,10.7,0.7
O=C(Nc1ccc(Cl)cc1)Nc1ccccn1,-104.0,-34.6,-48.0,1.8,16.8,-33.6,-102.5,9.5,-32.7,-81.2,18.6

High-throughput results: PubChem, several laboratories
